Assay outcomes as filed in PubChem.
POLH inh: inhibitors of human DNA polymerase eta; recombinant Pol eta, fluorescent DNA replication assay; Potency, µM (highest dose often 114 µM), inactives show at the top dose activity change, negative = inhibition, hits mostly inhibitors; actives 1.2% (n = 390,000); AID 588591; further: potency means the concentration at half of the fitted maximal effect; on the % scale 0 is the no-effect control and ±100 the full control effect
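Fluorescent replication assay: 50 nM final substrate added after a 15 min room-temperature compound preincubation with 10 nM enzyme. Signal taken at 0 min and again at 10 min.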
ERG-DNA inh: blocks human ERG Ets domain binding to DNA; P11308; fluorescence polarization, His-ERG Ets domain / labelled DNA; Potency, µM (titrated, usually from 76.9 µM), without a hit: at the top dose FP activity, negative = inhibition, hits mostly inhibitors; actives 0.028% (n = 370,000); AID 624246; active means well fitted inhibition curve with a large enough effect in the polarisation, with a control signal flat; inconclusive means small, poorly fitted or top-dose-only effect, or effect the other way, or a change in a side signal; inactive means no such curve, though single readings can be large or run the other way; the % refers to the polarisation;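 further: polarization taken with two DNA probes labelled with fluorescein and Texas red; potency means the concentration at half of the fitted maximal effect; % of control where 0% means no effect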
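His-tagged ERG Ets domain (1 uM in the protein solution; 300mM KCl, 50mM Tris-HCl, 1mM EDTA, 1mM DTT, pH 7.5) received compound, then a probe mix of 5 nM fluorescein-DNA and 100nM Texas-615-DNA. Fluorescence polarization was read for both dyes.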
APE1 inh: inhibitors of human APE1 endonuclease. P27695. recombinant APE1, TAMRA/BHQ-2 abasic DNA cleavage fluorescence. Potency, µM (doses to about 65.8 µM), without a hit: at the top dose activity change, negative = inhibition, actives largely listed as inhibitors. actives 0.35% (n = 350,000). AID 2517;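 further: potency means the concentration at half of the fitted maximal effect; plate controls were vehicle for no effect and reference inhibitor for full effect; nearly all actives have a fitted effect of over 55% in size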
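Kinetic fluorescence read (525 ex/598 em nm, three reads 60 s apart) of AP-site incision; signal = third minus first read. Enzyme 0.75 nM, dual-labelled THF duplex 50 nM, compound preincubation 15 min RT.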
ALOX12 inh: ALOX12 (human) lipoxygenase inhibition; P18054; actives 1.1% (n = 580,000); Potency, µM (top dose mostly 108 µM), inactives show at the highest dose activity change, negative = inhibition, most hits filed as inhibitors; purified 12hLO, xylenol orange hydroperoxide absorbance; further: potency means the concentration at half of the fitted maximal effect; on the % scale 0 is the no-effect control and ±100 the full control effect
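Purified human 12hLO (150 nM final) in 25 mM Hepes, 0.01% Triton X-100, pH 7.0 was preincubated 15 min at room temperature with compound. Then 40 uM arachidonic acid was added, 30 min. Hydroperoxide was read by Fe-XO absorbance ratio 573/405 nm.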
POLK inh: blocks human DNA polymerase kappa activity; Q9UBT6; purified Pol kappa, fluorescent DNA synthesis assay, 10 min; Potency, µM (series often up to 107 µM), for the others: top-dose activity, negative = inhibition, most hits filed as inhibitors; actives 0.53% (n = 400,000); AID 588579; further: potency means the concentration at half of the fitted maximal effect; on the % scale 0 is the no-effect control and ±100 the full control effect
Target sequence (Q9UBT6 whole entry, looked up): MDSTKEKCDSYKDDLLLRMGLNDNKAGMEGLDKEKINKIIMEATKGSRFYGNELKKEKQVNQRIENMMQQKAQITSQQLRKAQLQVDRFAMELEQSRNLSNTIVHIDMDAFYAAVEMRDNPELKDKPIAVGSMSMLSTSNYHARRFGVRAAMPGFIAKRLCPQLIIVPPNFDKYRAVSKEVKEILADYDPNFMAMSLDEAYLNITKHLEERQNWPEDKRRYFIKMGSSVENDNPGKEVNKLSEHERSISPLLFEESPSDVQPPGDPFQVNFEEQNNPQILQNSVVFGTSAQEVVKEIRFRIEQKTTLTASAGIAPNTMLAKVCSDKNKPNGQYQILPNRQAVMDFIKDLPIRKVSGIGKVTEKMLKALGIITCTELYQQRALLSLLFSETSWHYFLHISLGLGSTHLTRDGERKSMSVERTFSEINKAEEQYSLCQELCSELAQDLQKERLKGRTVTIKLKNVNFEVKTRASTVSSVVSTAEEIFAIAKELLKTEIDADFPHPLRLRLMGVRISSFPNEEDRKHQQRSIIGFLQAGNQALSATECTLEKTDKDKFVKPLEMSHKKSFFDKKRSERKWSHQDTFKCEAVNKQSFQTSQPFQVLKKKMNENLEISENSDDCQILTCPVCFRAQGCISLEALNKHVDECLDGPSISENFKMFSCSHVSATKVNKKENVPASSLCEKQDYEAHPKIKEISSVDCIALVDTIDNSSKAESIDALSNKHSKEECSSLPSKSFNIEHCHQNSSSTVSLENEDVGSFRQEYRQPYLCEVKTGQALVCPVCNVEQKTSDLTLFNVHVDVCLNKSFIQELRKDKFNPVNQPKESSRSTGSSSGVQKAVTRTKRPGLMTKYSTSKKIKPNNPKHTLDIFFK
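10 nM Pol kappa preincubated 15 min at room temperature with compounds, then reaction started with substrate at 50 nM final. Fluorescence read kinetically at 0 and 10 min; buffer-only wells served as negative control.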
Pol beta inh: DNA polymerase beta (human) inhibition; actives 1.3% (n = 340,000); P06746; Potency, µM (top dose mostly 114 µM), without a hit: top-dose activity change, negative = inhibition, hits mostly inhibitors; Pol beta primer extension/strand displacement, fluorescence kinetic; AID 485314; further: potency means the concentration at half of the fitted maximal effect; on the % scale 0 is the no-effect control and ±100 the full control effect
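Enzyme-only controls used 10 nM Pol beta; buffer lacking enzyme served as negative control. Compound preincubated 15 min, then 50 nM substrate added; 0 and 10 min reads at room temperature.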
Apoferritin bind: binds horse apoferritin like a general anesthetic | Potency, µM (doses to about 77.5 µM), inactives show top-dose activity change, negative = displacement, actives largely listed as inhibitors | apoferritin/1-aminoanthracene competitive binding, fluorescence | actives 0.074% (n = 350,000); further: potency means the concentration at half of the fitted maximal effect; on the % scale 0 is the no-effect control and ±100 the full control effect; nearly all actives have a fitted effect of over 20% in size
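Steps: apoferritin (10 uM) was premixed with half-saturated 1-AMA in PBS, compounds were pin-transferred, plates stood 10 min at room temperature, fluorescence was read at 380/535 nm, and curves were fitted with a Hill equation.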
RGS4 inh: blocks human RGS4-accelerated GTP hydrolysis | P49798 | Transcreener GDP fluorescence polarization, RGS4-accelerated GTP hydrolysis | Potency, µM (titrated, usually from 114 µM), for inactives: at the highest dose activity change, negative = inhibition, usual class: inhibitors | actives 0.039% (n = 390,000) | AID 504845; further: potency means the concentration at half of the fitted maximal effect; on the % scale 0 is the no-effect control and ±100 the full control effect; nearly all actives have a fitted effect of over 75% in size; some results filed as inactive show a strong effect at the top dose
Target sequence (P49798 whole entry, looked up): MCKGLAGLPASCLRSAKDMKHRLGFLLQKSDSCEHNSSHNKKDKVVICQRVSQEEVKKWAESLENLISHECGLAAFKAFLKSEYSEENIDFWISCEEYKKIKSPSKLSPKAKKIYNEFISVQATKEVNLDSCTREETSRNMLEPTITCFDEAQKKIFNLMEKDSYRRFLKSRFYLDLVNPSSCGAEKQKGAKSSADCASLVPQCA
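MLSMR compounds (23 nl, pin-transferred) preincubated 10 min at room temperature with a 500nM (2x) first reagent, then RGS4 at 900nM (2x) plus Transcreener GDP mix added; fluorescence polarization (620/688 nm) read before and after 90 min at 30 °C.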
LDHA inh: LDHA (human) enzyme inhibition; P00338; purified LDHA, NADH/diaphorase-resazurin fluorescence; hits give low values; activity change, % (values are at about 110 or 230 µM); actives 0.15% (n = 480,000); AID 1347041; in the data active means activity change below about -30%; inconclusive means mostly about -25% to -30%;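 further: plate controls were DMSO wells for no effect and wells without enzyme for full effect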
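Remaining NADH was detected by diaphorase (0.133 mg/mL) converting 37 µM resazurin to fluorescent resorufin, read at 0 and 20 minutes. The preceding 5-minute room-temperature reaction used 2 nM LDHA, 0.2 mM sodium pyruvate and 0.06 mM NADH at pH 7.4.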
* = called active by the depositor; ? = inconclusive; · = not tested or not shown; [ ] = another dose, or the depositor's remark. Unless noted, the call rests on the fitted dose curve; in most records, active means well fitted curve in the direction sought with a large enough effect; inconclusive means small, poorly fitted or top-dose-only effect, or another doubt; inactive means no such curve, though single readings can be large; an effect the other way counts as inactive or inconclusive. An excerpt, so the mix of outcomes need not match the whole.

Each structure is followed by: LDHA inh | ALOX12 inh | Apoferritin bind | RGS4 inh | POLH inh | POLK inh | APE1 inh | ERG-DNA inh | Pol beta inh
- O=C1CN2C(=Nc3ccc(Br)cc3C2c2ccccc2)CCN1 (stereo not given)
    -3.1 | 0.0% | -9.6% | -1.4% | 0.3% | -10.2% | -3.0% | -2.4% | 10.9%
- Cc1ccc(OCc2nnnn2-c2ccccc2)cc1
    -12.6 | 7.8% | -3.2% | 10.1% | -26.5% | -1.1% | 1.3% | 7.9% | -2.0%[57.1 µM]
- CC(=O)N/C(=C/C(C)C)c1ccccc1
    -0.7 | -16.5% | · | 8.8% | -6.9% | -8.5% | -8.5% | 11.8% | ·
- CC(C)c1ccc(NC2CCCN(C(=O)c3cccnc3)C2)cc1 (stereo not given)
    -13.3 | 0.0% | -14.4% | -24.4% | -8.1% | -9.4% | 7.5% | -0.5% | 14.9%
- N#CCC(CNc1ncc(C(F)(F)F)cc1Cl)OC(=O)c1ccc(Cl)cc1Cl (stereo not given)
    1.9 | -7.5% | -20.4% | 2.9% | -16.5% | -12.5% | -2.6% | · | -13.4%
- CC(C)COc1nc2c(c(=O)n(C)c(=O)n2C)n1C
    0.2 | 14.0% | 12.4% | 15.3% | -1.5% | -0.5% | 57.5%[activator] | -6.3% | -3.1%
- COc1ccc(/C=N/NC(=O)C(=O)/C=C2\NC3(CCCC3)Cc3ccccc32)cc1
    -5.1 | -2.9% | -14.7% | 15.6% | -4.2% | 0.0% | -0.6% | 14.1% | 7.0%
- Fc1ccc(NC(=S)NCCc2ccccc2)c(F)c1F
    -1.5 | -24.5% | -20.1% | -20.8% | 2.2% | -14.1% | -1.0% | · | ?
- Cc1ccc2cc3cc(C(=O)NC4CCCCC4)oc3nc2c1
    -5.8 | 16.5% | -4.6% | -12.9% | -5.0% | -14.1% | 8.0% | 8.3% | 18.6%
- COc1ccc(-c2c(C#N)c(SCC(=O)Nc3ccc(Br)cc3)nc(C)c2C(=O)Nc2ccccc2)cc1
    0.4 | ? | 32.3%[activator] | -21.1% | · | -1.4% | · | 1.8% | 4.3%
- O=C(/C=C/c1ccc2c(c1)OCO2)Nc1nc2ccc(F)cc2s1
    -7.6 | 12.6% | 8.6% | -2.3% | -17.8% | 1.7% | -1.8% | 5.7% | 1.9%
- CCNC(=O)C1CCN(S(=O)(=O)c2ccc3c(c2)CCCN3C(C)=O)CC1
    -5.5 | -17.9% | -1.8% | -6.6% | -11.7% | -1.7%[60.1 µM] | · | -0.3% | 17.4%
- OCCC1CN(Cc2cccc3nccnc23)CCN1Cc1ccc(F)cc1 (stereo not given)
    -4.0 | 3.1% | -14.1% | 5.6% | -8.2% | -12.8% | 2.8% | 1.6% | 8.9%
- CC(C)CCNC(=O)C1CCN(S(=O)(=O)c2ccc3c(c2)CCC(=O)N3)CC1
    -0.1 | -7.3% | -4.6% | 2.7% | -7.3% | 2.1% | 2.2% | -6.6% | 2.8%
- CCOc1cc(S(=O)(=O)N2CCC(Cc3ccccc3)CC2)c(OCC)cc1-n1cnnn1
    -2.0 | -5.8% | 4.8% | -8.3% | -5.7% | -12.3% | 4.0% | · | 3.5%
- CCOC(=O)c1ccc(NC(=O)c2cn(-c3ccccc3)nc2-c2ccc(OC)c(OC)c2)cc1
    1.3 | -20.8% | 59.9%[activator] | -1.9% | -18.6% | 0.7% | · | ? | 1.1%
- CC(Sc1ccc(Cl)cc1)C(=O)N(C)CC(=O)Nc1ccc(N2CCOCC2)cc1 (stereo not given)
    -3.7 | -7.2% | · | 6.9% | -6.3% | -4.9% | 3.4% | -10.6% | ·
- O=C(Nc1ccc(F)cc1)Nc1ccc([N+](=O)[O-])cn1
    -7.5 | -2.9% | -2.7% | 13.9% | 8.0% | -0.3% | -6.7% | 20.9% | 15.7%
- COc1ccc(C2c3cc(OC)c(OC)cc3CCN2C2CC(=O)N(c3ccccc3)C2=O)cc1OC (stereo not given)
    -2.8 | 22.4% | -19.8% | -7.4% | -8.7% | -5.5% | 3.4% | 2.2% | -0.5%
- CCCCCCCC(=O)NN1CCOCC1
    -1.5 | -9.5% | -10.3% | -15.5% | -18.0% | -5.2% | -6.6% | 0.4% | 11.7%
- Cc1[nH]n(C(N)=S)c(=O)c1N=Nc1cccc([N+](=O)[O-])c1C
    1.2 | · | -6.7% | -6.3% | -10.4% | -4.1% | 32.2% | 2.8% | -9.5%
- Cc1nc(C(=O)Nc2cc(F)cc(Cl)c2)sc1C1(C)CC(c2ccccc2)=NO1 (stereo not given)
    -2.2 | ? | · | 12.7% | -8.3% | -14.0% | · | -2.4% | ·
- CCOC(=O)C1CCN(c2cc3c(cc2NC(=O)c2ccc(Cl)cc2)n(C)c(=O)n3C)CC1
    1.3 | -13.7% | -2.3% | -7.7% | -12.0% | -1.6% | · | -7.1% | 13.3%
- Cc1nccn1-c1c2c(c(C#N)c3nc4ccccc4n13)CCCC2
    -1.5 | -5.1% | · | 2.9% | -13.1% | -11.0% | · | 1.4% | ·
- O=C(NCCCN1CCOCC1)c1cccnc1SCc1ccccc1Cl
    -0.9 | 2.6% | -6.1% | -23.9% | -14.7% | 9.1% | -3.7% | -3.1% | 59.6%
- C=CCn1c(C)cc(C2=NNC(=Nc3ccc(C)cc3)SC2)c1C
    -2.6 | ? | -15.7% | -0.9% | 5.3% | -14.3% | 12.8% | -15.9% | 31.0%
- COCCCN1C(=O)C(=O)/C(=C(/O)c2ccc(OC)cc2)C12C(=O)N(C)c1ccccc12 (stereo not given)
    -8.3 | 8.5%[57.4 µM] | -7.3% | 18.2% | 2.0% | -3.6% | -1.2% | 11.1% | 1.9%
- CCS(=O)(=O)c1nc(S(=O)(=O)c2ccc(Cl)cc2)c(NCCCN2CCCC2=O)s1
    -1.4 | -5.9% | -5.8% | 5.7%[56.9 µM] | -8.4% | -11.8% | -19.9% | -10.2% | 14.3%
- Cc1ccc(C)c(NC(=O)CSc2nnc(-c3ccccc3C)o2)c1
    -11.9 | -12.1% | -19.1% | 12.2% | 1.8% | 0.1% | 0.0% | -15.9% | 3.6%
- COc1ccccc1COCC(O)CN1CCCCC1CO (stereo not given)
    -12.2 | ? | -8.5% | 1.5% | -11.8% | 8.8% | -1.1% | -3.8% | 27.4%

An excerpt from above, showing only Pol beta inh, LDHA inh and Apoferritin bind:
SMILES | Pol beta inh | LDHA inh | Apoferritin bind
CCS(=O)(=O)c1nc(S(=O)(=O)c2ccc(Cl)cc2)c(NCCCN2CCCC2=O)s1 | 14.3% | -1.4 | -5.8%
Cc1ccc(C)c(NC(=O)CSc2nnc(-c3ccccc3C)o2)c1 | 3.6% | -11.9 | -19.1%
COc1ccccc1COCC(O)CN1CCCCC1CO (stereo not given) | 27.4% | -12.2 | -8.5%

Other compounds follow:
Each structure is followed by: LDHA inh | ALOX12 inh | Apoferritin bind | RGS4 inh | POLH inh | POLK inh | APE1 inh | ERG-DNA inh | Pol beta inh
- O=C(CCCC(=O)N1CCN(c2ccc([N+](=O)[O-])cc2)CC1)c1ccccc1
    -6.5 | -16.8% | -12.9% | -19.8% | -27.3% | -12.2% | -2.9% | 5.8% | -1.6%
- CCOc1ccc(S(=O)(=O)N2CCN(C)CC2)c(C)c1C
    -5.4 | 0.0% | -2.6% | 43.7% | -9.0% | -10.5% | -2.1% | 1.1% | 0.5%
- O=C(Nn1cnc2ccccc2c1=O)c1ccccc1Cl
    -4.3 | -6.5% | -3.0% | 13.3% | -3.5% | 2.2% | -5.9% | · | 3.3%
- S=C(Nc1ccc(Br)cc1Cl)NN1CCOCC1
    -5.6 | -24.0% | -5.8% | 12.3% | 2.6% | -8.8% | 3.2% | 9.2% | 25.7%
- O=C(CSc1nnc(Nc2ccccc2F)s1)NC1CCCC1
    0.7 | ? | · | 5.0% | -14.9% | -0.1% | 9.5% | -3.3% | ·
- CCC1CCCCN1CCCNC(=O)Cn1ncc2c(C)n(Cc3ccccc3Cl)c(C)c2c1=O (stereo not given)
    1.1 | 312.8%[activator] | -18.9% | -6.9% | -2.1% | -5.0% | 5.1% | -4.0% | -13.4%
- CC(Oc1ccccc1Cl)C(=O)Nc1ccc(S(=O)(=O)N2CCCC2)cc1 (stereo not given)
    -3.1 | -39.6% | · | -26.2% | -22.7% | -4.9% | 22.1% | -3.1% | ·
- COc1ccc(CNCc2c(C(=O)O)c(C)n(Cc3ccc(Cl)cc3)c2C)c(OC)c1
    -1.4 | ? | -18.5% | -25.6% | -12.7% | -10.1% | · | 5.3% | -16.7%
- CCOc1cccc(/C=N/Nc2nc(N3CCCC3)nc(N3CCCC3)n2)c1O
    4.6 | ? | -11.3% | -28.0% | -15.6% | 12.1% | 10.3% | 2.5% | 0.3%
- Cc1cc(C(=O)N/N=C/c2ccc([N+](=O)[O-])cc2)c(C)o1
    -5.7 | -34.4% | -4.1% | -20.9% | -15.2% | -8.2% | -2.6% | 13.6% | -4.7%
- CN(c1ccc(OCC(=O)N2CCOCC2)cc1)S(=O)(=O)c1ccc(F)cc1
    -6.8 | -9.2% | 0.4% | 18.5% | -3.3% | -2.5% | -5.7% | -6.4% | 22.0%
